mcGAS MS inh = blocks mouse cGAS cGAMP production | Q8C6L5 | recombinant mouse cGAS, cGAMP by RapidFire MS | inhibition, % at 12.5 µM | 130,000 compounds, 0.18% hits;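 active = inhibition of cGAS enzyme activity at or above 60%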;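 also: enzyme stimulated by 45 bp dsDNA with ATP and GTP substrates; cGAMP share of summed cGAMP plus half ATP and half GTP signals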
Target sequence (Q8C6L5 whole entry, looked up): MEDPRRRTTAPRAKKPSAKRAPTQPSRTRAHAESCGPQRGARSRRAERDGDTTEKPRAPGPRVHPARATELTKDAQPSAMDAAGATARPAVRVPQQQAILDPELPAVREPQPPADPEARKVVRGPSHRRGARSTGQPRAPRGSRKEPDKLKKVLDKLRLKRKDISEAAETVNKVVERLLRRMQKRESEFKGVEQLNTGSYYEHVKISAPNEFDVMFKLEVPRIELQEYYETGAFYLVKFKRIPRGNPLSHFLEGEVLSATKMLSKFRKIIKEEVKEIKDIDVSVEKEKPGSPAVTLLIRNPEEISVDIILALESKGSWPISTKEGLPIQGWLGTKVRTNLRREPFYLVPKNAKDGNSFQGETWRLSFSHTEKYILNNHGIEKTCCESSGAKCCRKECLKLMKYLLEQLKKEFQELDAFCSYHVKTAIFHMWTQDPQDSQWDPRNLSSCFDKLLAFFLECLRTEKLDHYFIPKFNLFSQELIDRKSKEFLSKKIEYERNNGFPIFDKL
Active calls of the source: *; & = joins results of further samples. Some of the compounds tested. The share of hits here may be higher or lower than overall.

mol | mcGAS MS inh
CCCCNC(=S)NNC(=O)c1nn(C)cc1Cl | -10
c1ccc(-c2nnc3sc(-c4ccncc4)nn23)cc1 | 2
N#Cc1c(NC(=O)CC23CC4CC(CC(Br)(C4)C2)C3)sc2c1CCCC2 | 12
CCN(Cc1nc2ccccc2c(=O)[nH]1)C(=O)c1cnn(-c2ccc(=O)[nH]n2)c1C | -8
CC(=O)NCCN=Cc1c(O)[nH]c(=O)[nH]c1=O | -10
CCCc1[nH]nc2c1C(c1sccc1C)C(C#N)C(=N)O2 (stereo not drawn) | -15
COc1cc(C(=O)NC(C)c2cccc3ccccc23)cc2c1OCCO2 (stereo not drawn) | -6
Cc1nc(SC(C(=O)N2CCCCC2)c2ccccc2)n(CC2CCCO2)c1C (stereo not drawn) | 2
CCN(C(=O)OC(C)(C)C)C(C#N)c1cccnc1 (stereo not drawn) | -16
CC(=O)Nc1cc(NC(C)=O)cc(C(=O)OCC(=O)C2CCCCC2)c1 | -3
C=CCOc1ccc2c(c1)OCCC2=O | -1
CCCCNc1ncnc2c1nnn2C | -10
COc1ccc2c(c1)N(C(=O)CCc1c(C)[nH]c(=O)c(C#N)c1C)CCCC2 | 5
CC(=O)c1cccc(NC(=O)CN2C(=O)C3CC=CCC3C2=O)c1 (stereo not drawn) | -3
Cc1cccnc1NC(=O)C1CCN(C(=O)Cc2ccc3c(c2)CCCC3)CC1 | 6
CCN(Cc1ccncc1)S(=O)(=O)NCc1ccccc1 | 8
c1cc(CN2CCCn3cncc3C2)n(-c2nccs2)c1 | -24
COc1cc(NC(=O)C2(C)CCCN(C(C)C)C2)cc(OC)c1OC (stereo not drawn) | -8
CN(Cc1nc2ccc(F)cc2[nH]1)C(=O)C(=O)c1cccn1C | -8
COc1cccc(NC(=O)CCC2CCN(C(=O)c3cnsn3)CC2)c1 | -6
COc1cccc(-c2cncc(NC(C)=O)n2)c1 | -8
Cc1cc(=O)n(-c2ccccc2)n1C | -3
CN(Cc1cccc(F)c1)C(=O)Nc1ccc(S(N)(=O)=O)cc1 | -7
COC(=O)C(C)Sc1nc2c(c(=O)n1-c1ccc(C)cc1)SCC2 (stereo not drawn) | -8
Cc1cn2c(CC(=O)O)csc2n1 | 6
CN(C)S(=O)(=O)c1cccc(C(=O)n2nnc3ccccc32)c1 | -2
N#Cc1c(N)sc(=S)c2c1CCCC2 | 3
CN(Cc1cc(-c2ccncc2)no1)C(=O)[C@@H]1C[C@@H]2C=C[C@H]1C2 | -4
O=C(O)c1ccc(F)c(COc2ccc(F)cc2)c1 | -6
O=C(CCCn1cncn1)N1CCOC(Cc2cccc3ccccc23)C1 (stereo not drawn) | -4

Part of the list above in order of molecular weight, largest number first.
mol | mcGAS MS inh
O=C(CCCn1cncn1)N1CCOC(Cc2cccc3ccccc23)C1 (stereo not drawn) | -4
COC(=O)C(C)Sc1nc2c(c(=O)n1-c1ccc(C)cc1)SCC2 (stereo not drawn) | -8
CN(Cc1cccc(F)c1)C(=O)Nc1ccc(S(N)(=O)=O)cc1 | -7
CCN(Cc1ccncc1)S(=O)(=O)NCc1ccccc1 | 8
c1cc(CN2CCCn3cncc3C2)n(-c2nccs2)c1 | -24
N#Cc1c(N)sc(=S)c2c1CCCC2 | 3
Cc1cc(=O)n(-c2ccccc2)n1C | -3

(continued)
mol | mcGAS MS inh
Cc1sc(N=Nc2c(O)[nH]c(=O)[nH]c2=O)c(C#N)c1C | 7
CN(Cc1ccccc1)c1nccn2ccnc12 | -2
Cc1ccc2nc(CNc3ccccc3C(=O)NC3CC3)cn2c1 | -6
COCC1(C(=O)NCc2cccnc2N2CCCCCCC2)CCC1 | -9
N#Cc1c(N)nc(N2CCCC(O)C2)c(C#N)c1C(C#N)Cc1ccc(F)cc1Cl (stereo not drawn) | -2
Cc1cnn(C(C)C2CC2)c1NC(=O)c1ccc2[nH]c(C)c(C)c2c1 (stereo not drawn) | -2
Cc1nnc(SCc2ccc(Cl)cc2)[nH]c1=O | 4
Cc1cccc(NC(=O)CCC2CCN(C(=O)CCN3CCCCO3)CC2)c1 | -3&-2
CCc1ccc(CNC(=O)c2cncc(Br)c2)s1 | -13
CCN(c1ccccc1)S(=O)(=O)c1ccc(C(=O)OC2CCCCNC2=O)cc1 (stereo not drawn) | -10
CN1CCN2CCN(C(=O)CCn3ccnc3)CC2C1 (stereo not drawn) | -20
Cc1nc(C(C)C)sc1C(=O)N1CCN(c2ncccn2)CC1C(=O)O (stereo not drawn) | 5
COc1c(Br)cc(Cl)cc1NCC(=O)Nc1ccc2c(c1)CCN2C(C)=O | 4
N#CC1=C(N)SC(N)=C(C#N)C1C1CC2C=CC1C21CC1 (stereo not drawn) | -2
CC(c1ccccn1)N(C)Cc1ccnn1-c1ccccc1 (stereo not drawn) | -22
CC(C)CCN1CCN(Cc2cccc3cccnc23)CC1CCO (stereo not drawn) | -2
O=C(NCc1nnnn1C1CCCCC1)Nc1ccc(F)cc1 | 6
CCOC(C)c1nc(C)c(C(=O)NC(CC)c2ccccc2O)s1 (stereo not drawn) | -8
CC(C(=O)NC1CCCCC1)N1CCN(S(=O)(=O)c2ccc(Cl)c(Cl)c2)CC1 (stereo not drawn) | 4
CCOC(=O)C1CCN(C(c2cccnc2)c2c(O)cc(C)n(CC)c2=O)CC1 (stereo not drawn) | -8
CC(=O)c1ccc(OCC(O)CN2CCN(C(=O)c3ccco3)CC2)cc1 (stereo not drawn) | -3
O=C(COC(=O)C=Cc1ccc(Br)o1)NC1CCS(=O)(=O)C1 (stereo not drawn) | -10
O=C(O)CCSC(F)(F)F | -8
Cc1ccccc1CS(=O)(=O)Cc1c(C)noc1C | -3
COc1ccc(-n2nnc3c(=O)n(CC(=O)NC4CCCCC4)cnc32)cc1 | -1
CC(=O)N[C@H]1C[C@@H]2c3[nH]c4ccccc4c3C[C@@H](C(=O)NC(c3ccccc3)c3ccccn3)N2C1=O (stereo partly drawn) | -4
CC1(C)S[C@@H]2[C@H](NC(=O)COc3ccccc3)C(=O)N2[C@H]1C(=O)O | -3&0
CN(C)c1nc(-c2ccccc2)nc2c1CCN(C(=O)C1CCCO1)C2 (stereo not drawn) | 13
CCCCCCCCc1nnc(N)s1 | -2
Cc1ccc(CSc2nc3nccnc3c(=O)n2CCC(C)C)cc1 | 11

Some of the entries so far, field by field:
N#CC1=C(N)SC(N)=C(C#N)C1C1CC2C=CC1C21CC1 (stereo not drawn)
  mcGAS MS inh: -2
COc1ccc(-n2nnc3c(=O)n(CC(=O)NC4CCCCC4)cnc32)cc1
  mcGAS MS inh: -1

Next part:
mol | mcGAS MS inh
COc1ccc2c(c1)CCN2C(=O)NCC1(c2ccccc2C)CCOCC1 | 5
CC1=C(C(=O)OCC(C)C)C(c2cccs2)N2C(=O)CCSC2=N1 (stereo not drawn) | 0
Cc1cc([N+](=O)[O-])cc(S(=O)(=O)NNC(=O)c2oc3ccccc3c2C)c1C | -8
Cn1c(CCC(N)=O)nn(CN2CCCc3c(F)cc(F)cc32)c1=S | -1
NC(=O)c1cc2cc(Br)ccc2oc1=O | 17
Cc1cc2n(n1)CCCN(C(=O)C1CC3(CCNCC3)CN1)C2 (stereo not drawn) | -13
CC1=Nc2nc(SCC(C)C)[nH]c(=O)c2C(c2sccc2C)C1C(=O)OC(C)C (stereo not drawn) | -3
CN1C(=CC=Nc2ccccc2I)C(C)(C)c2ccccc21 | -6
CCCN(CC#N)Cc1noc(Cc2ccc(Br)cc2)n1 | -2
COc1cc(OC)c(NC(=O)Cn2cnc3c(sc4nc(C)cc(C)c43)c2=O)cc1Cl | -9
CC(C)(C)c1ccc(C(=S)NC2CCCC2)cc1 | -1
COc1ccc(CNCC(O)c2nnn(C)n2)cc1OC (stereo not drawn) | -7
COC(=O)CCNC(=O)c1ccc([N+](=O)[O-])o1 | -3
COc1ccc(OCc2cc(C(=O)N(C)CCC3CCOCC3)no2)c(Cl)c1 | -4
COc1ccc(NC(C)c2c(F)cccc2F)cc1OCC(N)=O (stereo not drawn) | -6
Cc1cc(C(F)(F)F)c(C#N)c(SCC(=O)NC(C)C)n1 | -3
CCOC(=O)C1(CCOC)CCCN(Cc2cc(Cl)ccc2O)C1 (stereo not drawn) | -6
O=C(c1ccccc1)C1CCN(Cc2cc3n(n2)CCNC3)CC1 | 0
O=c1[nH]c(CSc2ccccc2)nc2c1oc1ccccc12 | -18
O=S(=O)(c1cccc(Br)c1)N1CCN(c2nnnn2-c2ccccc2)CC1 | -8
Cc1nc(CNC(=O)[C@@H]2C[C@@H]3C=C[C@H]2C3)sc1C | -1
COC(=O)c1sccc1S(=O)(=O)NCC1(N2CCOCC2)CCCCC1 | -3
C=CCNC(=O)c1ccccc1NC(=O)c1c(-c2ccccc2)noc1C | -3
Cn1ccnc1C(O)C1CCN(C(=O)CCc2c[nH]c3ccccc23)CC1 (stereo not drawn) | -10
CCOC(=O)c1nn(-c2ccc(C)cc2)c(=O)cc1OCc1cc(C)ccc1C | 2
Cc1cnc(CNC(=O)C(C)(C)NC(=O)c2cccs2)cn1 | -14
COc1cccc(-c2ccccc2NC(=O)C2CCN(Cc3cccc4cccnc34)CC2)c1 | -3
CN1CCCC2(CCN(C(=O)c3cnc(Nc4ccccc4)nc3)C2)C1=O (stereo not drawn) | -12
CN(C)c1nc2c(c(=O)[nH]1)CCN(C(=O)C1(c3ccc(Cl)cc3)CCC1)C2 | -11
COc1cccc(OC)c1CNC(=O)c1ccc(C2CCNC2)cc1 (stereo not drawn) | -4

Later entries
Structure | mcGAS MS inh
CC(NC(=O)Cn1cnc2scc(-c3cccs3)c2c1=O)c1ccc(F)cc1F (stereo not drawn) | -8
O=C(NCC(O)C1CCCC1)C1SCCc2ccccc21 (stereo not drawn) | -6
Brc1ccc(-c2nc(-c3ccncc3)no2)o1 | -24
O=C(N=Nc1c(O)[nH]c2cc3c(cc12)OCCCO3)C1CCCCC1 | 1
CCOc1ccc2oc(C(=O)Nc3sc(C)c(C)c3C#N)c(C)c2c1 | 2
CC1(C(=O)N2CCN(C(=O)c3ccco3)CC2)CCN1Cc1ccsc1 (stereo not drawn) | -9
Cn1ccnc1-c1nccn1CCN1CCCC(c2ccccc2)C1 (stereo not drawn) | -13
CC(O)(C#CCN1CCCCC1)C1CC1 (stereo not drawn) | -4
Cn1ncc(Br)c1C(=O)NC1CCCCC1 | 11
CNc1cncc(-c2ccc(C(=O)NC3CC3)cc2)n1 | 0
COCC1(NC(=O)c2ccccc2C2CCNC2)CCCC1 (stereo not drawn) | -17
CCCCOc1ccc(C2=N/C(=C\c3cc(OC)c(OC)c(OC)c3)C(=O)O2)cc1 | -9
CC(=O)c1c(C)[nH]c(C(=O)OCC(=O)N2CC(C)CC(C)C2)c1C (stereo not drawn) | -1
Cc1cc(C(=O)N(Cc2cccnc2)c2nc3ccc(F)cc3s2)nn1C | -9
CCCCC1CCCN1C(=O)c1sc(N)nc1CC (stereo not drawn) | -16
CNC(=O)c1nnc2n1CCN(C(=O)c1cccc(C)c1C)C2 | -11
COC(=O)c1ccc(NCC(=O)N(c2ccccc2)C2CCS(=O)(=O)C2)cc1 (stereo not drawn) | 3
CS(=O)(=O)c1sc2nc(-c3ccccc3)cc(-c3ccccc3)c2c1N | -7
CC1(C)CC(=O)c2cc3c4ccccc4ccc3[n+](-c3ccccc3)c2C1 | -7
O=C(c1ccc(-n2ccnc2)cc1)N1CCCC(CO)(Cc2cccc(Cl)c2)C1 (stereo not drawn) | -3
CC(C)(C)NC[C@H](O)c1ccc(O)c(CO)c1 | -11
O=C(O)c1cn(CC2CCCO2)cc2c(=O)n(-c3ccccc3)nc1-2 (stereo not drawn) | -2
CCOC(=O)c1c(C)n(-c2ccccc2)c2ccc(OC(=O)c3ccc(-c4ccccc4)cc3)cc12 | 0
CC(NCC(=O)Nc1ccc(F)c(F)c1)c1cc(F)c(Cl)cc1Cl (stereo not drawn) | -5
O=C1OC(c2cc([N+](=O)[O-])ccc2Cl)=N/C1=C\C=C\c1ccccc1 | 18
COc1cc(CN)ccc1OC1CCCC1 | -1
CC1CCc2c(sc(=O)n2CCCOCC(F)(F)F)C1 (stereo not drawn) | -3
Cn1cccc1C(=O)N1CCn2c(nnc2C(=O)NCC2CC2)C1 | -2
O=S(=O)(CCn1cc(CCc2ccccc2)nn1)N1CCCC1 | -13
Cc1cc(C(=O)CN2C(=O)NC(CCS(C)(=O)=O)C2=O)c(C)n1C1CC1 (stereo not drawn) | 1

Individual results from above.
N#Cc1c(NC(=O)CC23CC4CC(CC(Br)(C4)C2)C3)sc2c1CCCC2 in mcGAS MS inh: 12
CS(=O)(=O)c1sc2nc(-c3ccccc3)cc(-c3ccccc3)c2c1N in mcGAS MS inh: -7
CN(C)c1nc2c(c(=O)[nH]1)CCN(C(=O)C1(c3ccc(Cl)cc3)CCC1)C2 in mcGAS MS inh: -11
O=C(c1ccc(-n2ccnc2)cc1)N1CCCC(CO)(Cc2cccc(Cl)c2)C1 (stereo not drawn) in mcGAS MS inh: -3

The list continues:
Structure | mcGAS MS inh
C/C=C(\C)c1c(-c2ccccc2)ncn1Cc1cccnc1 | -8
OC(COc1cccc2[nH]ccc12)CN1CCC2(CCOC2)C1 (stereo not drawn) | 4
N#Cc1cc(C#N)c(=S)[nH]c1N | 6
CC(=O)Nc1ccc(NC(=O)C(C)(C)c2ccccc2)cc1 | -6
CC1(NC(=O)NCCCCCCNC(=O)NC2(C)CCS(=O)(=O)C2)CCS(=O)(=O)C1 (stereo not drawn) | -34
C=CCOc1c(Br)cc(CNCC(OC)OC)cc1OC | 4
Cc1ccccc1-c1cnc(C(O)c2cccc(C)c2C)[nH]1 (stereo not drawn) | -8
COc1ccc(OC)c(S(=O)(=O)n2nc(C)c(S(=O)(=O)N3CCCCC3)c2C)c1 | -10
Cc1nonc1C(=O)NC(C)c1cnn(-c2cccc3ccccc23)c1C (stereo not drawn) | -8
O=C(c1ccc2[nH]ccc2c1)N1CCCC(Cn2cc(C3CCCC3)nn2)C1 (stereo not drawn) | -15
CCC1(C)NC(=O)N(NC(=O)Cc2ccc(OC)cc2)C1=O (stereo not drawn) | -7
Cc1ccc(S(=O)(=O)CNC(=O)C2c3ccccc3C(=O)N2Cc2ccc(Cl)cc2)cc1 (stereo not drawn) | -5
Cc1nc2sc3c(NCC(C)C)ncnc3c2c2c1COC(C)(C)C2 | 2
